Source: PubChem BioAssay
PLK1 kinase inh: inhibitors of human PLK1 kinase | P53350 | recombinant PLK1 kinase, TR-FRET peptide phosphorylation | inhibition, % at 10 µM | 97,000 compounds, 0.53% hits | AID 619;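 active = inhibition of 50% or more in the single-concentration screen; inactive = inhibition below 50%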;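 note: 0% = DMSO max control and 100% = H-89 dihydrochloride min control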
PTK2B oligo ant: Pyk2 (human) oligomerization antagonism | z-score (the deposit names both 25 µM and 10 µM) | Q14289 | 99,000 compounds, 0.83% hits | Q293 cells, Pyk2 FERM NanoBiT luminescence; active compounds read low;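 active = Z-score of -3 or lower, scaled per plate to the spread of control and sample wells; inactive = z-score above -3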;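 note: negative z-score means lost luminescence so less FERM oligomerization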
cytoskel mod: cytoskeleton assembly modification; HUVEC TNFa F-actin phalloidin imaging, high content; inhibition, % at 2 µM; 91,000 compounds, 0.18% hits; AID 836;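 active = inhibition above the batch mean plus 3 SD and confirmed as a hit by visual image inspection, cut at about 30% in these data, passing the limit was not always enough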; note: strong numbers were not always called active
Rev-RRE block: HIV Rev-RRE protein-RNA interaction inhibition. P05866. Rev peptide-RRE RNA binding, FRET. inhibition, % at 8 µM. 97,000 compounds, 0.79% hits. AID 704;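 active = inhibition above the screen-wide mean plus 3 SD, cut at about 35% in these data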;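 note: 0% = median DMSO wells and 100% = median Neomycin B control wells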
Target sequence (P05866 whole entry, looked up): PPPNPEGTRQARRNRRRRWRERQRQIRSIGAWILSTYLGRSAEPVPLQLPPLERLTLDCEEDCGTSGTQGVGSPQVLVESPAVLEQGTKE
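System: Cy5-labelled duplex RRE RNA binding fluorescein-labelled HIV Rev peptide; Signal: fluorescein-to-Cy5 FRET, 480 nm excitation; Also added: labelled Rev peptide; Compound: one concentration, 8 µM nominal; Buffer or medium: HEPES pH 7.5 salt buffer with EDTA; Read-out: % inhibition of FRET ratio versus controls; Schedule: 5 min preincubation and 15 min binding, 25 °C.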
PTPN22 act: activators of human LYP (PTPN22) phosphatase. Q9Y2R2. recombinant LYP, DiFMUP fluorescence; 0 = plate median, 100 = signal doubled. activation, % at 2 µM. 96,000 compounds, 0.11% hits. AID 697;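 active = activation at 2 µM above a set limit, the mean plus 5 SD, cut at about 37% in these data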
Target sequence (Q9Y2R2 whole entry, looked up): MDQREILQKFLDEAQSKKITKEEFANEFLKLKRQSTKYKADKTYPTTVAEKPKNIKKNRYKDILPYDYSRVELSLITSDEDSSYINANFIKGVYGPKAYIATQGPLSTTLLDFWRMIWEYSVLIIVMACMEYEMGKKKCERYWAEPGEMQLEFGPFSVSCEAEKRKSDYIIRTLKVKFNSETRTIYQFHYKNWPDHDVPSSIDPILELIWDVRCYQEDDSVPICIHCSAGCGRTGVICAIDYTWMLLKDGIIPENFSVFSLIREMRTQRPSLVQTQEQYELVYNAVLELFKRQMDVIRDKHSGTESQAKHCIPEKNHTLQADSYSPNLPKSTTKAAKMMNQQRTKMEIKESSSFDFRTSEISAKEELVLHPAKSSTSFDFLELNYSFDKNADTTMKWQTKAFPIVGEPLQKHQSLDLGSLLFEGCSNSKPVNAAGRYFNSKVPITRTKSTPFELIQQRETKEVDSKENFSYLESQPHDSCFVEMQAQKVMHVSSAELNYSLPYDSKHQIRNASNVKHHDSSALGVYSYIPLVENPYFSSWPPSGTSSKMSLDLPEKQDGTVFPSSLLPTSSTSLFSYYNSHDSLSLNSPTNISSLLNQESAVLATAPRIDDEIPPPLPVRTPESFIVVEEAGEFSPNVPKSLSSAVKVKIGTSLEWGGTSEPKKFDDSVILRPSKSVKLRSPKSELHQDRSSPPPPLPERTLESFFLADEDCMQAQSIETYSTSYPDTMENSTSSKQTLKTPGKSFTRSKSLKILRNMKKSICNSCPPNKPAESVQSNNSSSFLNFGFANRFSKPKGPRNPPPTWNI
PLK1 PBD inh: blocks phosphopeptide binding to human Plk1 polo box domain. P53350. Plk1 PBD phosphopeptide binding, fluorescence polarization. inhibition, %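 (tested at about 20 µM)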. 97,000 compounds, 0.13% hits; in the data active = inhibition above about 34%, passing the limit was not always enough
PTPN22 inh 2: inhibitors of human LYP (PTPN22) phosphatase | recombinant LYP catalytic domain, DiFMUP fluorescence | 96,000 compounds, 0.21% hits | Q9Y2R2 | inhibition, % at 2 µM;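 active = inhibition at 2 µM at or above a set limit, the screen mean plus 3 SD, cut at about 24% in these data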;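 note: 0% = DMSO with enzyme and 100% = enzyme fully blocked by orthovanadate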
FAK blocker: inhibitors of human focal adhesion kinase; Q05397; biochemical FAK kinase activity assay; inhibition, %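 (tested at 7 µM)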; 97,000 compounds, 0.84% hits; AID 727; in the data active = inhibition above about 19%;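 note: 0% = DMSO and 100% = reference compound high control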
EphB4 ephrin blk: blocks human EphB4 binding to ephrin-B2 | AID 720 | inhibition, % at 7 µM | P54760 | EphB4 LBD / TNYL-RAW-Alexa532 peptide, fluorescence polarization | 97,000 compounds, 0.15% hits;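 active = inhibition above the screen-wide mean inhibition plus 3 SD, cut at about 15% in these data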;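 note: 0% = DMSO wells and 100% = excess unlabeled TNYL-RAW peptide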
Starred values were filed as active, the others as inactive; . = no result given. Random draw from the library; about 3.5% have a hit in one of these screens.

Results follow in this order: PLK1 kinase inh	PTK2B oligo ant	cytoskel mod	Rev-RRE block	PTPN22 act	PLK1 PBD inh	PTPN22 inh 2	FAK blocker	EphB4 ephrin blk
COC(=O)C1=CN(c2cccc(C)c2)C=C(C(=O)OC)C1c1cc(OC)c(O)c([N+](=O)[O-])c1
  -15	-2.7	-20	5	-13	0	12	2	-1
CCN1CCN(c2ccc(NC(=O)COc3ccccc3Cl)cc2)CC1
  -10	-0.35	-8	4	6	-26	-5	0	-3
Cc1ccc(CSc2nnc(-c3ccncc3)n2C)cc1
  -5	0.8	4	5	-7	8	8	-1	0
Cc1cc(N)ccc1N1CCCC1
  80*	-0.69	-11	0	-18	11	20	74*	13
COc1ccc(S(=O)(=O)Cc2ccc(C(=O)NC3CCCC3)o2)cc1
  -12	.	-1	2	12	-2	-14	0	2
COC(=O)c1cc(OC)c(OC)cc1NC(=O)CN1CCCCC1
  -4	-1	-13	1	10	-8	-5	-3	2
CSc1nnc(-c2ccc(S(=O)(=O)N3CCOCC3)cc2)n1CC1CCCO1 (stereo not given)
  -1	-0.53	-4	6	6	13	-9	1	-4
Cc1cc2c3nonc3ccc2n1C
  -3	0.4	-1	7	-13	-4	12	1	-11
Cc1sc(NC(=O)c2ccc(Cl)s2)c(C(N)=O)c1C
  -16	-1.3	6	2	-5	-2	5	12	-4
COc1ccc(Cl)cc1C(=O)Nn1cnc2ccccc2c1=O
  -7	-0.35	44	6	-1	-6	1	-1	6
N#Cc1cc(-c2ccccc2)oc1NC(=O)c1ccccc1
  -1	-1.8	-21	4	3	2	1	-1	0
OCCn1c(C(F)(F)F)nc2ccccc21
  -1	0.08	9	9	4	-9	-5	-1	2
CCc1nnc(NC(=O)C2CCCN2C(=O)Nc2ccccc2OC)s1 (stereo not given)
  -18	0.37	6	3	11	-1	-8	0	-3
COc1ccc2c(c1OC)C(=O)N1c3ccccc3C(=O)N(c3ccccc3)C21 (stereo not given)
  -20	-0.25	1	4	1	4	-4	2	-3
Cc1cc(C(=O)OC(C)C(=O)Nc2cccc(S(=O)(=O)N3CCOCC3)c2)c(C)o1 (stereo not given)
  -1	-0.18	26	9	-15	-12	17	-2	3
CC1=C(C#N)C(=O)N(C)C(C)(C)C1
  -3	-0.13	-6	6	2	-7	-1	-3	-5
Cc1c(NC(=O)c2ccc3ncccc3c2)c(=O)n(-c2ccccc2)n1C
  -6	0.52	-21	7	10	0	-10	3	3
CO/N=C/C(=N\Nc1ccc(C)cc1)C(=O)c1ccc(OC)cc1
  -5	-1.1	-19	12	-2	20	3	-2	4
COc1ccnc(Oc2ccc(F)cc2)c1C(=O)N/C=N/OCc1ccc(F)cc1
  -3	0.15	-28	10	-9	-17	14	-3	-3
Cc1cc(C)n(-c2ccc(C(=O)NCc3cccs3)cc2)n1
  -12	-0.23	-2	2	1	9	2	8	8
CC(CC1C(C#N)=C(N)OC2=C1C(=O)CCC2)c1ccccc1 (stereo not given)
  -11	-0.16	-2	4	1	-37	-4	-6	-5
CCOCCc1nnc(NC(=O)CSc2ccccc2)s1
  -6	0.77	3	0	-8	-14	6	-9	8
NS(=O)(=O)c1ccc(CNC(=O)CC23CC4CC(CC(C4)C2)C3)cc1
  -4	-0.76	9	-3	19	-17	-23	1	-4
Cn1nccc1C(=O)N1CCc2ccccc21
  -14	1.8	7	5	-13	-14	14	1	5
CC1CCN(C(C)C(=O)Nc2ccccc2-c2ccccc2)CC1 (stereo not given)
  -5	0.27	23	8	2	13	0	-4	0
CCc1c(C)nc2c(C#N)c[nH]n2c1=O
  28	1.9	-18	12	-2	-8	-1	1	-3
Cc1cc(C)c2c(-n3cccc3)c(NC(=O)OCc3ccccc3)sc2n1
  -5	-0.61	-9	0	-2	-16	4	-1	-4
CCN1C(=O)CC(N2CCN(CC(=O)NC(C)C)CC2)C1=O (stereo not given)
  -8	-0.38	9	4	-3	-11	5	-2	-8
Cc1ccc(-c2nnc(N3CCCCC3)c3ccccc23)cc1S(=O)(=O)N1CCN(C)CC1
  -6	-0.48	-4	-1	-14	13	14	2	-11
Cc1cccc(N(CC(=O)NC2CCCCC2)C(=O)c2c(C)noc2C)c1
  -39	-0.8	4	0	-9	-8	11	0	-2
Cc1ccc(S(=O)(=O)N2CCN(C(=O)CN3CCN(C)CC3)C2)cc1
  -16	-0.32	34	7	15	-14	-16	-4	4
COc1cccc(C2NC(=O)NC(C)=C2C(=O)Nc2ccccc2C)c1 (stereo not given)
  -12	.	34	9	24	-5	-24	1	4
O=c1c(Cl)c(N/N=C/c2ccc(Br)cc2)cnn1-c1ccccc1
  -6	-0.76	13	5	-2	27	4	15	8
Cc1ccc(-c2nnn(CC(=O)N(CC3CCCO3)C(C(=O)NC(C)(C)C)c3ccc(F)cc3)n2)o1 (stereo not given)
  -6	-0.09	5	-3	3	-4	-5	-7	-6
O=C(Nc1ccc(S(=O)(=O)N2CCCC2)cc1Cl)C1=COCCO1
  -6	1.4	-10	3	-3	-16	6	-1	-5
O=C(CN1CC(=O)Oc2ccccc21)OCC(=O)c1cccc(Br)c1
  -13	0.45	-44	7	-3	14	2	7	13
c1cncc(-c2nn3c(Cn4nnc5ccccc54)nnc3s2)c1
  -6	0.21	15	9	4	-12	-5	-3	1
C=CCc1ccc(OCC(O)CN2CCC(Cc3ccccc3)CC2)c(OC)c1 (stereo not given)
  -3	0.49	1	21	-16	-7	18	3	-2
COc1ccc(-n2nnnc2SCC(=O)N2C(C)CCCC2C)c(OC)c1 (stereo not given)
  2	1.2	0	4	-1	-15	4	-6	0
CCCCOC(=O)Nc1nccs1
  -12	0.34	-9	5	5	0	-8	0	-8
O=C(Nc1cccnc1)C1CCCN(S(=O)(=O)c2ccccc2)C1 (stereo not given)
  -5	-0.08	-30	9	1	0	1	-2	-1
CC(C)=C(C#N)c1nc2ccccc2s1
  -6	0.28	4	12	-4	13	2	-10	-3
CCOC(=O)Cn1c(=O)c(-c2ccccc2NCc2ccccc2)nc2ccccc21
  -3	-0.7	-27	5	-4	-16	0	1	-7
O=C(O)c1cccc(Nc2nc(N3CCOCC3)nc(N3CCOCC3)n2)c1
  -8	-0.06	6	4	2	-10	0	1	7
Clc1ccc(/C=N/Nc2nn[nH]n2)cc1
  -11	0.31	14	3	-5	20	4	-2	3
CCOC(=O)c1ccc(CS(=O)c2ccc(Cl)cc2)o1 (stereo not given)
  -1	1.1	-2	-2	-7	16	4	1	-4
N#Cc1c(N)nc(SC2CCCCC2=O)c(C#N)c1-c1ccco1 (stereo not given)
  -3	0.75	15	0	-9	-1	7	4	-7
O=Nc1c(O)n(Cc2ccc(Cl)c(Cl)c2)c2ccccc12
  3	-2.7	4	21	6	-2	-2	11	-6
CC(CC(=O)Nc1cc(C(F)(F)F)ccc1Cl)c1ccccc1 (stereo not given)
  -12	-1.2	-18	18	3	-3	2	-1	-7
O=C(Nc1cccc2nsnc12)c1ccc(-c2ccc(Br)cc2)o1
  -5	.	-11	23	-14	-24	18	3	1

Profiles as entered above. Order of screens: PLK1 kinase inh	PTK2B oligo ant	cytoskel mod	Rev-RRE block	PTPN22 act	PLK1 PBD inh	PTPN22 inh 2	FAK blocker	EphB4 ephrin blk
`O=C(Nc1cccc2nsnc12)c1ccc(-c2ccc(Br)cc2)o1` across the screens: -5	.	-11	23	-14	-24	18	3	1
`O=C(Nc1cccnc1)C1CCCN(S(=O)(=O)c2ccccc2)C1` (stereo not given) across the screens: -5	-0.08	-30	9	1	0	1	-2	-1

Following part:
Results follow in this order: PLK1 kinase inh	PTK2B oligo ant	cytoskel mod	Rev-RRE block	PTPN22 act	PLK1 PBD inh	PTPN22 inh 2	FAK blocker	EphB4 ephrin blk
O=C1c2ccccc2C(=O)N1Cc1cc(-c2ccc(Cl)cc2)no1
  -6	0.28	.	5	.	-3	.	3	3
COC(=O)c1ccc(NC2=CC(=O)CC(C)(C)C2)cc1
  1	-0.62	-6	7	-9	5	6	1	-3
Cc1cc(OCc2nc(-c3cccnc3)no2)c(C)cc1Br
  -3	0.06	-14	11	-5	-6	4	0	3
CCn1ncc2c(OCc3ccc(C#N)cc3)cc(C)nc21
  1	-0.86	7	7	-1	-2	0	0	3
Cc1ccc(NC(=O)C2CCN(S(=O)(=O)c3cccc4nonc34)CC2)nc1
  -9	0.03	2	4	30	1	-29	2	6
Cc1ccc(O)c(C2=Nc3ccccc3N=C(c3ccco3)C2)c1
  -15	-0.11	.	2	16	-21	-14	-20	-7
Cc1cccc(NC(=O)C2CCN(S(=O)(=O)c3cccc4nsnc34)CC2)n1
  4	0.14	-23	2	1	-3	-3	-10	0
Cc1nn(C)c(C)c1S(=O)(=O)N1CCCC(C(=O)N2CCN(c3ccc(Cl)cc3)CC2)C1 (stereo not given)
  1	0.72	-14	5	-7	22	11	-11	-4
O=C(NCCc1ccccc1)c1cnn2c(C(F)F)cc(C3CC3)nc12
  -10	-1.6	7	9	-10	11	7	0	6
CN(Cc1ccccc1)S(=O)(=O)c1ccc(Cl)nc1
  -12	-0.52	12	3	23	0	-17	0	-3
Cc1ccc(S(=O)(=O)N(C)CCCC(=O)N2CCN(C=O)CC2)cc1
  -12	0.27	-7	9	1	14	-2	-4	-3
O=C(Nc1nc(-c2ccccc2Cl)cs1)c1cccnc1
  -9	0.88	14	1	-7	-17	6	2	2
Cc1ccc(-c2csc3ncn(-n4c(C)ccc4C)c(=O)c23)o1
  -10	-0.17	-20	-4	-1	3	3	0	1
CC(=O)Oc1ccc(N2C(=O)C3C4C=CC(CO)(O4)C3C2=O)cc1 (stereo not given)
  -4	0.65	-2	4	6	20	-7	-1	-4
Cc1ccc2nc(N3CCN(Cc4nnnn4Cc4ccccc4)CC3)c(C#N)cc2c1
  0	0.98	-24	3	18	21	-21	6	-5
CCOC(=O)c1cccc(C(=O)OCC)n1
  -1	0.43	12	4	-6	-25	7	2	6
O=C(c1ccccn1)N(Cc1ccco1)C1(C(=O)NC2CCCC2)CCCCC1
  -12	0.51	-9	-1	7	2	-6	0	-3
COc1cc(-c2ccc(NC(=O)c3ccc(C)cc3)c(OC)c2)ccc1NC(=O)c1ccc(C)cc1
  -12	0.03	50	3	-1	-7	2	-3	-1
CC(=C/c1ccco1)/C=N/N1CCN(c2ccccc2)CC1
  -4	0.72	-7	5	-8	9	10	-5	5
COc1ccc(-c2ccc(-c3noc(C(C)C)n3)c(OC)n2)cc1
  -4	-1.7	2	13	1	18	-2	2	2
CN1C(=O)N(C)C(NC(=O)Nc2ccccc2)C1NC(=O)Nc1ccccc1 (stereo not given)
  -1	-0.47	17	9	-6	30	4	0	2
O=S(=O)(Nc1ccc(N2CCCCC2)cc1)c1cccs1
  -6	-0.76	12	0	-2	-5	-1	9	6
CCOC(=O)c1[nH]c2ccc(F)cc2c1NC(=O)C(C)N1CCc2cc(OC)c(OC)cc2C1 (stereo not given)
  0	-0.6	-4	8	-12	14	14	-1	-5
C[C@@H](NC(=O)c1coc(=O)c(Br)c1)c1ccccc1
  -9	0.36	24	3	3	-18	-6	-5	6
Cc1ccc(-n2nnnc2Sc2nc([N+](=O)[O-])nn2C)cc1C
  -4	-0.8	11	-1	8	-11	-2	0	-3
O=C(NC1CCCc2ccccc21)c1ccc(Cl)nc1 (stereo not given)
  -4	-0.16	-2	1	2	-1	0	2	0
Cc1ccn2cc(CSc3ccccc3N)nc2c1
  -6	0.16	-19	3	-5	20	7	4	2
COC(=O)COc1ccc2oc(=O)cc(C)c2c1
  -4	0.73	3	6	-5	14	8	2	-2
